PrPC surface inh: inhibitors of human cell surface prion protein PrPC | P04156 | TR-FRET read-out | inhibition, % at 13.8 µM | actives 0.43% (n = 370,000); in the data active means inhibition above about 24%; further: 0% = median of the test wells and 100% = reference compound wells
TcdB GH inh: inhibitors of Clostridioides difficile toxin B glycohydrolase; P18177; TcdB glycohydrolase enzymatic assay, plate reader; inhibition, % at 9.99 µM; actives 0.24% (n = 350,000); AID 652162; in the data active means inhibition above about 10%
Target sequence (P18177 whole entry, looked up): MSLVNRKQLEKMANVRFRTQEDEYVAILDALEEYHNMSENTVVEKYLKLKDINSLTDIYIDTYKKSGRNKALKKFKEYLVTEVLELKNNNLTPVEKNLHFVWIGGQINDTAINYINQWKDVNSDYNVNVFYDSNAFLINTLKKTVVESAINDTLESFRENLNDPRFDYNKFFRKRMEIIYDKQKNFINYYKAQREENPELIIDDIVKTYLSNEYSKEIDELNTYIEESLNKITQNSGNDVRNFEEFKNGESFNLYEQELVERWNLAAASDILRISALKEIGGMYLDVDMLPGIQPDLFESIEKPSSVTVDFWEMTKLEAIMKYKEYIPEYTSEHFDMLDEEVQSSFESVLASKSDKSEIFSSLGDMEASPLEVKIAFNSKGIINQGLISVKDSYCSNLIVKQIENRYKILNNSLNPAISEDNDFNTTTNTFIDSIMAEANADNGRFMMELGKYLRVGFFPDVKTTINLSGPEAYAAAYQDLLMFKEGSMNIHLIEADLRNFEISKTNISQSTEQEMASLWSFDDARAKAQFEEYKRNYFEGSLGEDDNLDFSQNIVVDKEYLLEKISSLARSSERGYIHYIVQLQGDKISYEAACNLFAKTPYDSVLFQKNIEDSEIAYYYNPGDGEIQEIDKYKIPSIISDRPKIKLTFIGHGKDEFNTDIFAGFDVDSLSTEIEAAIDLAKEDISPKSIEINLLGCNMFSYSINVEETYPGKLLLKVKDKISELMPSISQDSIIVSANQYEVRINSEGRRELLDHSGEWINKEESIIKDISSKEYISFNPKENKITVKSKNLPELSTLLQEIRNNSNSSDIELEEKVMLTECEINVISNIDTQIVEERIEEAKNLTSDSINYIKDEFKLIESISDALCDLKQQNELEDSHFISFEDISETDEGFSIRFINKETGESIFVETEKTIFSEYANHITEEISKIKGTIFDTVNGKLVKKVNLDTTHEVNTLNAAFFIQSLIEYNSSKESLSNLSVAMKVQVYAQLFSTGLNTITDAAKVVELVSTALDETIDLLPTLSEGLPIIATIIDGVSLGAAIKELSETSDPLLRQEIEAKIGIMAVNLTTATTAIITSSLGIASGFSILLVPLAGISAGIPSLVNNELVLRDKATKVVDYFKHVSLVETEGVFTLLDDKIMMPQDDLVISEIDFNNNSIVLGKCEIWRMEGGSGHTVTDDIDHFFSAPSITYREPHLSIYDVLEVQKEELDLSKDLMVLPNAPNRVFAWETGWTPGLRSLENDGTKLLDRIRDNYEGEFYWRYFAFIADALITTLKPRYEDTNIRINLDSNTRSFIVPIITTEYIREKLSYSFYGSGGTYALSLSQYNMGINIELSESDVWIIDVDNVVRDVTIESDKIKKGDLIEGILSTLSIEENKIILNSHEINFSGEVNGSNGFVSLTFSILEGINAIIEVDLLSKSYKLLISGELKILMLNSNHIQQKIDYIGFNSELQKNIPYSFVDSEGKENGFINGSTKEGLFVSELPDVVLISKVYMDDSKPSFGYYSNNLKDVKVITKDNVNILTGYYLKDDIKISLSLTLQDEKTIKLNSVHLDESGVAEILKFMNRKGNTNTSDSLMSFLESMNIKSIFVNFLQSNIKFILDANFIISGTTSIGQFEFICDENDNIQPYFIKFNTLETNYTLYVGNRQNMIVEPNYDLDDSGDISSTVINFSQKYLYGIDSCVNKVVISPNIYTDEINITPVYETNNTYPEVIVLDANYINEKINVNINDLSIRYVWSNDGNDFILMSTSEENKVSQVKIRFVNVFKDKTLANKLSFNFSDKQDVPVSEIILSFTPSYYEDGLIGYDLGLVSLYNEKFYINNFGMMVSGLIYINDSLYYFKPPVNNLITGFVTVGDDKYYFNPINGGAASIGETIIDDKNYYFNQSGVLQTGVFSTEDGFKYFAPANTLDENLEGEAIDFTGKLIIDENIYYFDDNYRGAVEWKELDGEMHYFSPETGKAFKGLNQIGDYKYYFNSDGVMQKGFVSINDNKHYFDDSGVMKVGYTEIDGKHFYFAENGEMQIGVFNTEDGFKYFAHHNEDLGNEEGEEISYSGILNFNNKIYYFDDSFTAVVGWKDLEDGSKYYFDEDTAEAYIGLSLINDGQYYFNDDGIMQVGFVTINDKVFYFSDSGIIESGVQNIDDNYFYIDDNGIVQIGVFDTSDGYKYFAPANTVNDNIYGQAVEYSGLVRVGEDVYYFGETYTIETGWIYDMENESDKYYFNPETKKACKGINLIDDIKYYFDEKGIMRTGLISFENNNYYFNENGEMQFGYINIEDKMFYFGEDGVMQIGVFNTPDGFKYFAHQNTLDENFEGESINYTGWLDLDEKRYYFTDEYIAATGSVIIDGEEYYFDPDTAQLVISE
CCHF vOTU inh: CCHFV vOTU protease inhibition; actives 0.55% (n = 370,000); Pep-AMC fluorescence; inhibition, % at 11.5 µM; in the data active means inhibition above about 30%; further: 0% = vehicle wells with enzyme and 100% = no enzyme wells
* marks the source's active call; other numbers are inactive results; & = joins results of further samples.

structure	PrPC surface inh	CCHF vOTU inh	TcdB GH inh
COC(=O)C1CC(O)CN1C(=O)NC1CCCCC1 (stereo unspecified)	9	-9	-0.8
COC(=O)c1cc2c(c3c4cc(F)ccc4n(S(=O)(=O)c4ccccc4)c13)C(=O)N(C)C2	2	4	-0.7
CC(C)(C)NC(=O)C(c1ccccc1)n1c(=O)c(-c2cc3ccccc3[nH]2)nc2ccccc21 (stereo unspecified)	-1	-9	-0.3
CC(C)(C)n1nc(C2CC2)c(Br)c1NC(=O)c1ccc(Cl)cc1	-5	-3	0.5
COCc1cc(C)nc(N/N=C/c2ccc(-c3cc(C(=O)O)ccc3Cl)o2)c1C#N	2	18	1.3
COC(=O)C[C@H]1CC[C@H](NC(=O)Nc2ccccc2)[C@@H](CO)O1	2	6	0.5
c1ccc2nc(OCCN3CC3)ccc2c1	0	7	-0.3
O=C(NCCc1ccc(Cl)cc1)c1ccc2c(=O)[nH]c3c(C(=O)NCC4CCCO4)sc(=S)n3c2c1 (stereo unspecified)	2	12	1.1
CO[C@@H]1[C@H](O)CC[C@]2(O)CN(c3ccccc3)[C@](C)([C@H](O)CC=C(C)C)[C@@H]12	2	3	0.2
Cc1ccc2c(CN3CCOCC3)cc(=O)oc2c1	10	2	-0.7
Cc1cc2cc3c(=O)[nH]c(=O)[nH]c3nc2cc1C	-9	-13	0.1
C#CCNC(=O)C[C@H]1C[C@@]2(C(=O)OC)C(=C[C@H](C(C)(C)C)O[C@@H]2C)N(CCC2=CCCCC2)C1=O	2	8	0.8
COC(=O)C1(C(=O)OC)c2ccccc2N(S(=O)(=O)c2ccc(C)cc2)C1CC(C)=O (stereo unspecified)	-8	-3	1.7
CC(=O)O[C@@H]1C=C[C@@H](C#Cc2ccc(C(C)(C)C)cc2)O[C@@H]1COC(=O)Nc1ccccc1	-1	34*	-8.7
COC(=O)[C@]12C[C@H](CC(=O)NCCCN3CCCC3=O)C(=O)N(Cc3ccc4c(c3)OCO4)C1=C[C@H](C(C)(C)C)O[C@@H]2C	-11	1	0.5
COC(=O)C[C@@H]1C=C[C@H](NC(=O)Nc2ccc(F)cc2)[C@@H](CO)O1	0	-4	0.8
COc1ccc2nc(-c3ccc(CN4CCC5(CC4)CNc4ccccc45)cc3)c(-c3ccccc3)nc2c1	6	5	1.5
O=C1NC(Cc2ccccc2)c2nc3ccc(F)cc3c(=O)n2-c2ccccc21 (stereo unspecified)	-2	-1	0.8
CCCCOCC1CN(CCCC)S(=O)(=O)c2c(F)cccc2O1 (stereo unspecified)	2	15	0.6
CCOC(=O)C1=C(C)N=c2s/c(=C/c3cccc(OCC(=O)O)c3)c(=O)n2C1c1ccc(F)cc1 (stereo unspecified)	-3	10	2.8
N#Cc1cccc(C(=O)C(=O)N2CCN(c3ccccc3)CC2)c1	5	6	2.0
CN(C)Cc1c(C(C)(C)O)[nH]c2ccccc12	-2	-1	0.6
COC(=O)C1=C(C)N(C)C(=NCc2cc(OC)c(OC)c(OC)c2)NC1c1cccc(Cl)c1 (stereo unspecified)	-6	-2	-0.9
Cc1cccc(C)c1NC(=O)C1(C)CSCC(=O)N1CCc1ccccc1 (stereo unspecified)	9	5	1.6
O=C(N[C@H]1CC[C@H](CCNC(=O)C2CC2)O[C@@H]1CO)c1ccccn1	-4	10	-1.1&1.1
COc1ccccc1Cc1c(-c2ccc(C)cc2)nc2c3ccccc3ccn12	2	9	2.2
O=C(CNC(=O)c1ccccc1O)N/N=C/c1cc(Br)ccc1OC(=O)/C=C/c1ccco1	8	0	1.3
O=C(NCCCN1CCCC1=O)c1ccc2c(=O)n(-c3ccc(F)cc3)c(=S)[nH]c2c1	-5	-3	0.3
Cc1ccc(S(=O)(=O)N2[C@@H](Cc3ccccc3)CO[C@H]2CC(=O)c2cccs2)cc1	-5	0	1.1
Cc1ccc(N(C)C)cc1	-7	3	0.6
CCC(=O)Nc1ccc(-n2nnnc2SCC(=O)NNC(=O)c2ccco2)cc1	1	-11	0.6
CC(=O)Nc1ccc2c(c1)C(=O)N(C)[C@H]1CC[C@H](CC(=O)NCc3ccc(F)cc3)O[C@@H]1CO2	7	6	0.3
C=CCN=C1NC(c2ccccc2)C(C(=O)OC)=C(C)N1Cc1cccc(C(F)(F)F)c1 (stereo unspecified)	-18	-2	1.7
Nc1[nH]c(C(=O)c2ccccc2)c(-c2ccc3ccccc3c2)c1C(=O)NCc1cccc2ccccc12	-1	6	0.2
Cn1c(=O)c2ccccc2n(C)c1=O	-4	-1	0.2
CC(=O)C[C@@H]1SC[C@H](c2ccccc2)N1S(=O)(=O)c1ccc(C)cc1	-2	10	0.9
O=C(NC1CCCC1)C1C(c2ccc(C(F)(F)F)cc2)=Nc2ccccc2N1C(=O)c1cccc2ccccc12 (stereo unspecified)	-7	1	0.2
CC(C)COC(=O)COc1cc(Cl)c(Cl)cc1Cl	3	4	-0.4
C[C@@H]1CNCCN1c1ccc(N2CC[C@@H](O)C2)c(C#N)c1	11	19	-25
COC(=O)[C@@]12C[C@@H](CC(=O)N3CCSCC3)C(=O)N(Cc3ccco3)C1=CCC(C)(C)C2	1	3	0.0
COc1cc(-c2c(C(=O)c3ccccc3)[nH]c(N)c2C(=O)NCCc2c[nH]c3ccccc23)ccc1F	7	-3	1.9
O=C(C[C@H]1CC[C@H]2[C@@H](COC[C@H](O)CN2Cc2ccccc2)O1)NCCCN1CCOCC1	0	-4	-1.5&1.8
Oc1cc(O)cc(C=Cc2ccc(O)c(O)c2)c1	-4	0	1.9
COC(=O)C[C@@H]1CC[C@@H](NS(=O)(=O)c2ccc(F)cc2)[C@@H](CO)O1	-11	4	1.5
Cc1cc(N2CCN(C(C(=O)NC3CCCC3)C(C)C)CC2)c2ccccc2n1 (stereo unspecified)	-7	21	0.0
CCOC(=O)c1c(Nc2ccc(OC)cc2)n[nH]c1C	-1	5	0.9
C/C=C/C=C/C(=O)c1cc(C)c(OC(=O)CNC(=O)OC(C)(C)C)c(C)c1O	1	6	0.3
Cc1ccc(S(=O)(=O)N[C@H](CO)C(C)C)cc1	12	6	1.7
CCOC(=O)C[C@@H]1OC[C@H](CO)N1S(=O)(=O)c1ccc(C)cc1	0	8	-4.6
Cc1ccc(S(=O)(=O)N(C)[C@H]2C[C@H]3c4[nH]c5c(-c6ccccc6)cccc5c4CCN3C(=O)[C@H]2[C@H](C)O)cc1	-6	-62	2.1
CCCN(C(=O)C1CCCN(c2ncnc3c2nc2n3CCCCC2)C1)c1ccccc1C (stereo unspecified)	1	7	-0.4
O=[N+]([O-])c1ccc2c(c1)CO[C@]21O[C@H](CCO)C[C@H](O)[C@H]1O	-7	-1	2.3
O=C(NCCN1CCC2(CC1)C(=O)NCN2c1ccccc1)c1ccc(OC(F)(F)F)cc1	-9	19	0.2
Cc1ccccc1-c1ccc2c(c1)[C@@H]1C[C@H](N(C)C(=O)c3ccco3)[C@H]([C@H](C)O)CN1CC2	5	-13	0.2
COCCNC(=S)N(C)[C@H]1C[C@H]2c3[nH]c4c(-c5ccc6c(c5)OCO6)cccc4c3CCN2C(=O)[C@H]1[C@H](C)O	-1	-8	2.3
CC(C)NC(=O)C1(C)CSCC(=O)N1C1CC1 (stereo unspecified)	7	3	1.1
CC1(C)CC(=O)C=C(C2CC2)C1=O	5	0	-0.2
C[C@H](CO)N1C[C@H](C)[C@H](CN(C)C(=O)Nc2cccc(F)c2)Oc2cc(Br)ccc2S1(=O)=O	-6	8	0.5&0.3
CCCCOCCCNC(=O)C[C@@H]1C[C@@]2(C(=O)OC)CC(C)(C)CC=C2N(Cc2cccc3ccccc23)C1=O	-8	21	1.5
OCC1SC(O)C(O)C(O)C1O (stereo unspecified)	3	-7	-1.8

Remaining list, next part:
structure	PrPC surface inh	CCHF vOTU inh	TcdB GH inh
CC(=O)N1CCN(c2ccc(N3CCN(C(C)=O)[C@@H](C)C3)c(C)c2)[C@@H](C)C1	-6	-7	-48
Cc1ccccc1-c1cccc2c3c([nH]c12)[C@@H]1C[C@H]2[C@@H](C(=O)N1CC3)[C@H](C)ON2C	3	-44	1.5
N#Cc1cccc(C(=O)NCC2CCN(C(=O)C(=O)c3cc4ccccc4o3)CC2)c1	-7	6	-0.3
CCCN(C(=O)CCc1cn(CCC)c2ccccc12)c1ccc(N(C)c2ccccn2)cc1	21	20	0.7
C=CCN=C1NC(c2ccc(Cl)cc2)C(C(=O)OC)=C(C)N1Cc1ccccc1C(F)(F)F (stereo unspecified)	0	8	1.6
CCc1cc2c(nc1CC)CCCN2S(=O)(=O)c1ccc(OC)cc1	19	14	-2.9
CCc1c(-c2ccc(Br)cc2)ncn1CCc1ccccc1OC	6	1	0.5
Cc1cccc(/C=C/c2onc(C)c2[N+](=O)[O-])n1	0	7	0.2
CCCCNC(=O)C(NC(=O)c1ccc(C)cc1)C(=O)c1ccccc1 (stereo unspecified)	-4	15	1.5
O=C(Nc1ccc(F)cc1)C(c1ccccc1)N1CCN(c2cccc(C(F)(F)F)n2)CC1 (stereo unspecified)	-2	10	0.1
CC(C)C[C@H]1COc2cccc(N3CCCCC3)c2S(=O)(=O)N1	7	7	0.1
C[C@H]1CN(c2ccc(N3CCNC[C@@H]3C)cc2C#N)CCN1Cc1ccccc1	-2	1	0.7
Brc1ccccc1C1Cc2nnccc2CN1 (stereo unspecified)	-2	-5	-0.4
CC(C)OC(=O)/C=C1\C[C@@H](c2ccccc2C(F)(F)F)O[C@@H](c2ccccc2C(F)(F)F)O1	3	3	-4.7
COc1ccc(CN=Nc2cc(C)nc(NS(=O)(=O)c3ccccc3Cl)n2)cc1	2	-10	1.7
CC(=O)NC1CCCCN(C)C1=O (stereo unspecified)	-4	-1	0.6
CC1(C(=O)Nc2ccc3c(c2)OCCO3)CN(S(C)(=O)=O)CC(=O)N1Cc1ccco1 (stereo unspecified)	-6	11	1.2
COc1ccc(OCC2CN(C3CCCC3)S(=O)(=O)CCO2)cc1 (stereo unspecified)	3	1	0.2
C[C@H]1CN([C@@H](C)CO)C(=O)CCCn2cc(nn2)CO[C@@H]1CN(C)S(=O)(=O)c1ccccc1F	3	0	0.1&-0.4&1.9
Cc1cc(Oc2cccnc2)ccc1NC(=O)Cc1cn(C)c2ccccc12	-6	-3	-1.0
CC1CN(C(=O)/C(C#N)=C2\N=C(NC(=O)c3ccccc3Cl)c3ccccc32)CC(C)O1 (stereo unspecified)	-24	-9	0.6
COc1cc2c(c(OC)c1OC)[C@@]1(c3ccccc3)CCCC[C@H]1[C@@H]2NC(=O)C(F)(F)F	3	-3	0.7
Cc1[nH]c2ccccc2c1CC(=O)Nc1ccc(Nc2cccnc2)c(-c2cc(F)cc(F)c2)c1	-5	19	-2.7
C[C@H](O)[C@@H]1CN2CCc3ccc(-c4ccc5c(c4)OCO5)cc3[C@@H]2C[C@@H]1N(C)C(=O)c1ccco1	-2	-7	1.1

Taken from the entries so far, 3 compounds:
structure	PrPC surface inh	CCHF vOTU inh	TcdB GH inh
COc1cc2c(c(OC)c1OC)[C@@]1(c3ccccc3)CCCC[C@H]1[C@@H]2NC(=O)C(F)(F)F	3	-3	0.7
Cc1[nH]c2ccccc2c1CC(=O)Nc1ccc(Nc2cccnc2)c(-c2cc(F)cc(F)c2)c1	-5	19	-2.7
C[C@H](O)[C@@H]1CN2CCc3ccc(-c4ccc5c(c4)OCO5)cc3[C@@H]2C[C@@H]1N(C)C(=O)c1ccco1	-2	-7	1.1

A different layout for part of the listing above:
> CC(C)OC(=O)/C=C1\C[C@@H](c2ccccc2C(F)(F)F)O[C@@H](c2ccccc2C(F)(F)F)O1
- PrPC surface inh: 3
- CCHF vOTU inh: 3
- TcdB GH inh: -4.7

> COc1ccc(CN=Nc2cc(C)nc(NS(=O)(=O)c3ccccc3Cl)n2)cc1
- PrPC surface inh: 2
- CCHF vOTU inh: -10
- TcdB GH inh: 1.7

Next section:
structure	PrPC surface inh	CCHF vOTU inh	TcdB GH inh
CCOC(=O)C1=C(C)N(CCCC(=O)O)C(=O)NC1c1ccc(Br)cc1 (stereo unspecified)	1	6	-6.2
COC(=O)C[C@H]1C=C[C@H](NC(=O)c2ccccn2)[C@@H](CO)O1	-1	-2	0.5
NC(=O)c1ncn([C@@H]2O[C@H](C(=O)N[C@H](Cc3c[nH]c4ccccc34)C(=O)O)[C@@H](O)[C@H]2O)n1	3	-2	0.0
O=C(NCc1ccccc1)[C@H]1CCCN1C(=O)[C@H]1CCCN1C(=O)c1cccs1	1	1	-0.4
COC(=O)[C@@]12C[C@@H](CC(=O)N3CCCCC3)C(=O)N(Cc3ccco3)C1=CCC(C)(C)C2	5	5	-2.0
O=[N+]([O-])c1ccc(COc2ccccc2CO)cc1	-17	0	-5.5
O=C(O)COc1ccccc1/C=C1\SC(=S)N(c2cccnc2)C1=O	4	-5	-3.3

Some of the compounds tested (hit frequency here may not be typical).
